OPRM1-OPRD1 inv = mu-delta opioid heterodimer inverse agonism; cell-based MOR-DOR heterodimer luminescence; 340,000 tested, 0.21% active; P35372+P41143; AID 504357; inhibition, % at 9.3 µM; in the data active = inhibition above about 22%, passing the limit was not always enough;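 note: 0% = cells with DMSO and 100% = wells without cells with DMSO; values of inactives mirror those of a sister screen read the other way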
HTR5A inv ctr = inverse agonist of human HTR5A in OPRM1-OPRD1 counter-screen; P47898; inhibition, % at 9.3 µM; 340,000 tested, 0.083% active; HTR5A cell line, luminescence, inverse agonism; AID 504634; in the data active = inhibition mostly above about 23%, no sharp cut-off; inactive = mostly below about 18%;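 note: 0% = cells with DMSO and 100% = no-cell wells with DMSO; some compounds called inactive have numbers as strong as hits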
Target sequence (P47898 whole entry, looked up): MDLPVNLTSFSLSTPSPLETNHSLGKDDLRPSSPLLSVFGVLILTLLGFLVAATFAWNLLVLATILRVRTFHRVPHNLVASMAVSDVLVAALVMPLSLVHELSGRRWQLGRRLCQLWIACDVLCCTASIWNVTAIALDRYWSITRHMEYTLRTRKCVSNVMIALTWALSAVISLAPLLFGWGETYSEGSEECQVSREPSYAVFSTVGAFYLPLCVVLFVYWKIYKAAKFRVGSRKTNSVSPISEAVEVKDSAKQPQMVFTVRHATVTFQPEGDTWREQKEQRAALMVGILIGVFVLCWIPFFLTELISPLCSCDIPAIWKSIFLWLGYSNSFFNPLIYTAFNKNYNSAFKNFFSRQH
Keap1-Nrf2 PPI = disrupts human Keap1 binding to Nrf2 peptide; Keap1 Kelch-Nrf2 peptide fluorescence polarization, 1536-well; inhibition, % at 9.4 µM; 340,000 tested, 0.15% active; Q14145; in the data active = inhibition above about 12%;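 note: human Keap1 Kelch domain with fluorescein labeled Nrf2 9mer peptide probe; 0% = neutral control wells and 100% = peptide positive control; higher means more block of Keap1 binding to Nrf2 peptide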
Target sequence (Q14145 whole entry, looked up, the tested form may be a part): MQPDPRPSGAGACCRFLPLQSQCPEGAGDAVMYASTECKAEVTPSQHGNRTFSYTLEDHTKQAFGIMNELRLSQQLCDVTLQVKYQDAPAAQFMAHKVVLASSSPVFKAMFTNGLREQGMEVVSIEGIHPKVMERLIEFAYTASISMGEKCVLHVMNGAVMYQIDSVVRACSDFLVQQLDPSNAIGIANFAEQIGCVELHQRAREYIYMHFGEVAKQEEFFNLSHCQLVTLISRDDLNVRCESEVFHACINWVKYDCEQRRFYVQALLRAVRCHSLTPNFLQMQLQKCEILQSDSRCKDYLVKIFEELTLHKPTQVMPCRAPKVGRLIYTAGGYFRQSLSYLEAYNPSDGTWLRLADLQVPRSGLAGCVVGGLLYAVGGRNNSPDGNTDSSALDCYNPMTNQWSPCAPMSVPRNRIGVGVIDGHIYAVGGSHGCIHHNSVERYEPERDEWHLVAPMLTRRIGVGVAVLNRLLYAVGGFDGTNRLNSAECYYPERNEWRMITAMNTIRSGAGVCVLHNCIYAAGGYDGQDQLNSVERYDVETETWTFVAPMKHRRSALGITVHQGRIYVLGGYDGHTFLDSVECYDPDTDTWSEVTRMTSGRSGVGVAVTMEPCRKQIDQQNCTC
C-LANA FP = blocks KSHV LANA C-terminal domain binding to DNA | MBP-C-LANA/FAM-LBS DNA binding, fluorescence polarization | 340,000 tested, 0.078% active | inhibition, % at 9 µM;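 active = highest replicate inhibition at or above 60% at 9 µM, even if other replicates fall short; inactive = all replicates below 60% inhibition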;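 note: 0% = neutral control wells and 100% = 4 µM acridine orange control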
HTR5A ag ctr = HTR5A agonism, opioid heterodimer counter-screen; HTR5A agonist assay, luminescence, cell-based; AID 504692; 340,000 tested, 0.61% active; activation, % at 9.3 µM; P47898; in the data active = activation mostly above about 9.5%, no sharp cut-off; inactive = mostly below about 7.6%;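 note: 0% = cells with vehicle only and 100% = reference agonist; strong numbers were not always called active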
V-ATPase pHluor = alters yeast V-ATPase proton transport; S. cerevisiae, pHLuorin cytosolic pH fluorescence; response, % at 10 µM; 350,000 tested, 0.37% active; AID 504577; in the data active = response mostly above about 7.3%, no sharp cut-off; inactive = mostly below about 5.4%; note: actives read high; inactives centre near 0; some compounds called inactive have numbers as strong as hits; reference of the scale not given here
Cardiac RTF inh = cardiac RTF calcium desensitization; P19429+P45379; IANBD-labeled cardiac RTF, Ca2+ fluorescence; inhibition, % at 7.15 µM; 340,000 tested, 0.12% active;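 active = inhibition above the mean inhibition of all tested compounds plus 3 SD, cut at about 17% in these data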;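 note: assay run at fixed EC70 calcium of 1.6 mM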
cardiac RTF act = increases calcium sensitivity of human cardiac regulated thin filaments. P19429+P45379. IANBD-labeled TnC RTF fluorescence at EC20 calcium; 0% EC20 calcium, 100% full calcium. activation, % at 7.2 µM. 340,000 tested, 0.24% active. AID 493008;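 active = activation above the mean over all tested compounds plus 3 SD, cut at about 30% in these data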;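 note: rise in fluorescence read as greater calcium sensitivity of cardiac thin filaments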
OPRM1-OPRD1 ag = agonists of human mu-delta opioid receptor heterodimerization. P35372+P41143. cells, OPRM1-OPRD1 heterodimerization, luminescence. activation, % at 9.3 µM. 340,000 tested, 0.3% active; in the data active = activation above about 18%;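 note: 0% = vehicle-treated cells and 100% = reference agonist; values of inactives mirror those of a sister screen read the other way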
CAL PDZ FP = CAL PDZ (human) peptide binding inhibition. inhibition, % at 24.9 µM. 300,000 tested, 0.92% active. purified CAL PDZ, TMR-peptide fluorescence polarization, 1 h;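 active = mean inhibition of at least 30% with at least half of replicates also reaching 30%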;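 note: 0% = DMSO neutral control and 100% = excess unlabeled competitor peptide PRC23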
The depositor's hits bear a star.

Screening Cc1ccc(C2CC(=O)Nc3cc4c(cc32)OCCO4)s1 (stereo not drawn) returned OPRM1-OPRD1 inv 15, HTR5A inv ctr -3, Keap1-Nrf2 PPI -5, C-LANA FP -1.0, HTR5A ag ctr 2, V-ATPase pHluor 0, Cardiac RTF inh -6, cardiac RTF act 8, OPRM1-OPRD1 ag -3.3 and CAL PDZ FP -1.
Cn1c(-c2ccccc2)n[nH]c1=S was read as OPRM1-OPRD1 inv 1, HTR5A inv ctr -2, Keap1-Nrf2 PPI -9, C-LANA FP 3.5, HTR5A ag ctr 0, V-ATPase pHluor -3, Cardiac RTF inh -9, cardiac RTF act 9, OPRM1-OPRD1 ag -0.2 and CAL PDZ FP -3.
`CCCCNC(=O)CSc1nnc(-c2ccco2)n1C` gave OPRM1-OPRD1 inv 19, HTR5A inv ctr -3, Keap1-Nrf2 PPI 0, C-LANA FP -0.8, HTR5A ag ctr 0, V-ATPase pHluor 1, Cardiac RTF inh -5, cardiac RTF act 2, OPRM1-OPRD1 ag -3.6 and CAL PDZ FP 0.
`COC(=O)c1ccccc1NC(=O)c1nc(S(=O)(=O)Cc2ccccc2)ncc1Cl` gave OPRM1-OPRD1 inv 1, HTR5A inv ctr -6, Keap1-Nrf2 PPI -2, C-LANA FP -1.0, HTR5A ag ctr 2, V-ATPase pHluor 1, Cardiac RTF inh -4, cardiac RTF act -6, OPRM1-OPRD1 ag -0.2 and CAL PDZ FP -5.
For CSc1ccccc1C(=O)C1CCCN(S(=O)(=O)c2c(C)noc2C)C1 (stereo not drawn) the results were OPRM1-OPRD1 inv 11, HTR5A inv ctr -8, Keap1-Nrf2 PPI -1, C-LANA FP 1.1, HTR5A ag ctr -5, V-ATPase pHluor -2, Cardiac RTF inh -1, cardiac RTF act 15, OPRM1-OPRD1 ag -2.1 and CAL PDZ FP -4.
Screening O=c1ncn(-c2cccc(Cl)c2)c2ccccc12 returned OPRM1-OPRD1 inv 13, HTR5A inv ctr 5, Keap1-Nrf2 PPI -3, C-LANA FP 0.0, HTR5A ag ctr -2, V-ATPase pHluor -3, Cardiac RTF inh 2, cardiac RTF act -1, OPRM1-OPRD1 ag -2.6 and CAL PDZ FP -6.
`CCOc1cc2c(C#N)c(N3CCCC3)nc(N)c2c(N)n1` gave OPRM1-OPRD1 inv 4, HTR5A inv ctr 27, Keap1-Nrf2 PPI -1, C-LANA FP 0.2, HTR5A ag ctr 9, V-ATPase pHluor -1, Cardiac RTF inh -7, cardiac RTF act 2, OPRM1-OPRD1 ag -0.6 and CAL PDZ FP -3.
Screening Cc1sc(NC(=O)C2=COCCO2)c(C(N)=O)c1C returned OPRM1-OPRD1 inv 18, HTR5A inv ctr -1, Keap1-Nrf2 PPI -2, C-LANA FP 0.1, HTR5A ag ctr -2, V-ATPase pHluor -2, Cardiac RTF inh -1, cardiac RTF act -7, OPRM1-OPRD1 ag -3.4 and CAL PDZ FP 0.
O=C(Nc1ccc(N2CCN(C(=O)c3ccco3)CC2)cc1)c1ccccc1F was read as OPRM1-OPRD1 inv 7, HTR5A inv ctr 6, Keap1-Nrf2 PPI -2, C-LANA FP 3.0, HTR5A ag ctr 2, V-ATPase pHluor 3, Cardiac RTF inh -6, cardiac RTF act 1, OPRM1-OPRD1 ag -1.4 and CAL PDZ FP 2.
O=C(Cc1ccc(Cl)cc1)NNC1CC(=O)N(c2ccc3ccccc3c2)C1=O (stereo not drawn) was read as OPRM1-OPRD1 inv 14, HTR5A inv ctr -2, Keap1-Nrf2 PPI 2, C-LANA FP 0.6, HTR5A ag ctr 1, V-ATPase pHluor 0, Cardiac RTF inh -2, cardiac RTF act 0, OPRM1-OPRD1 ag -2.6 and CAL PDZ FP -3.
For COc1ccc2c(=O)c(-c3ccc(C)cc3)c(-c3ccccc3)oc2c1 the results were OPRM1-OPRD1 inv 14, HTR5A inv ctr -7, Keap1-Nrf2 PPI -2, C-LANA FP 0.9, HTR5A ag ctr 2, V-ATPase pHluor 1, Cardiac RTF inh 1, cardiac RTF act -1, OPRM1-OPRD1 ag -2.8 and CAL PDZ FP -5.
Screening CC(=O)c1ccc(N2CCN(S(=O)(=O)c3cc(-c4cc(C)no4)ccc3C(C)C)CC2)cc1 returned OPRM1-OPRD1 inv 12, HTR5A inv ctr -2, Keap1-Nrf2 PPI -11, C-LANA FP -0.9, HTR5A ag ctr 1, V-ATPase pHluor 1, Cardiac RTF inh -10, cardiac RTF act 2, OPRM1-OPRD1 ag -2.4 and CAL PDZ FP -9.
For COC(=O)C1=C(C(=O)OC)SC2(S1)C(C(=O)OC)=C(C(=O)OC)SC1=C2c2cc(C)cc(C)c2NC1(C)C the results were OPRM1-OPRD1 inv 17, HTR5A inv ctr -51, Keap1-Nrf2 PPI -3, C-LANA FP -1.3, HTR5A ag ctr 1, V-ATPase pHluor 8, Cardiac RTF inh 4, cardiac RTF act -3, OPRM1-OPRD1 ag -2.9 and CAL PDZ FP -2.
`CC(/C=N/NC(=O)CSc1nc2ccccc2n1C)=C\c1ccco1` gave OPRM1-OPRD1 inv -5, HTR5A inv ctr -7, Keap1-Nrf2 PPI -8, C-LANA FP -0.8, HTR5A ag ctr 2, V-ATPase pHluor 1, Cardiac RTF inh -13, cardiac RTF act 9, OPRM1-OPRD1 ag 0.9 and CAL PDZ FP -2.
COc1ccc(S(=O)(=O)N2CCN(C(=O)c3cnc(C)cn3)CC2)cc1 was read as OPRM1-OPRD1 inv 11, HTR5A inv ctr -5, Keap1-Nrf2 PPI -5, C-LANA FP -0.2, HTR5A ag ctr -1, V-ATPase pHluor 0, Cardiac RTF inh 1, cardiac RTF act 6, OPRM1-OPRD1 ag -1.9 and CAL PDZ FP -4.
`COc1ccc(/C=N/NC(=O)c2nc(-c3ccccc3)cc(-c3ccccc3)n2)cc1` gave OPRM1-OPRD1 inv 13, HTR5A inv ctr -6, Keap1-Nrf2 PPI 0, C-LANA FP 0.4, HTR5A ag ctr 2, V-ATPase pHluor -2, Cardiac RTF inh -9, cardiac RTF act 2, OPRM1-OPRD1 ag -2.3 and CAL PDZ FP -6.
Screening O=C(COC(=O)C1CC2C=CC1C2)NCc1ccc(F)cc1 (stereo not drawn) returned OPRM1-OPRD1 inv 12, HTR5A inv ctr 16, Keap1-Nrf2 PPI -1, C-LANA FP 0.1, HTR5A ag ctr 2, V-ATPase pHluor 1, Cardiac RTF inh 1, cardiac RTF act 2, OPRM1-OPRD1 ag -2.3 and CAL PDZ FP -3.
Screening CN(C)S(=O)(=O)c1ccc(SCC(=O)Nc2cccc(S(=O)(=O)N3CCCC3)c2)nc1 returned OPRM1-OPRD1 inv -1, HTR5A inv ctr 13, Keap1-Nrf2 PPI 3, C-LANA FP 3.8, HTR5A ag ctr -5, V-ATPase pHluor -2, Cardiac RTF inh -3, cardiac RTF act -2, OPRM1-OPRD1 ag 0.3 and CAL PDZ FP -1.
Screening COc1ccc(Cl)cc1NC(=O)NCc1cccnc1 returned OPRM1-OPRD1 inv 5, HTR5A inv ctr 26, Keap1-Nrf2 PPI -2, C-LANA FP 0.9, HTR5A ag ctr 5, V-ATPase pHluor 0, Cardiac RTF inh -6, cardiac RTF act -4, OPRM1-OPRD1 ag -1.0 and CAL PDZ FP 4.
Cc1ccc(/C=N/NC(=O)c2ccc(NC(=O)c3ccccc3Cl)cc2)o1 was read as OPRM1-OPRD1 inv -2, HTR5A inv ctr 4, Keap1-Nrf2 PPI 0, C-LANA FP 0.6, HTR5A ag ctr -3, V-ATPase pHluor 1, Cardiac RTF inh -18, cardiac RTF act -1, OPRM1-OPRD1 ag 0.4 and CAL PDZ FP -15.

The list goes on; it opens with the 2 that closed the last part.
Screening COc1ccc(Cl)cc1NC(=O)NCc1cccnc1 returned OPRM1-OPRD1 inv 5, HTR5A inv ctr 26, Keap1-Nrf2 PPI -2, C-LANA FP 0.9, HTR5A ag ctr 5, V-ATPase pHluor 0, Cardiac RTF inh -6, cardiac RTF act -4, OPRM1-OPRD1 ag -1.0 and CAL PDZ FP 4.
Cc1ccc(/C=N/NC(=O)c2ccc(NC(=O)c3ccccc3Cl)cc2)o1 was read as OPRM1-OPRD1 inv -2, HTR5A inv ctr 4, Keap1-Nrf2 PPI 0, C-LANA FP 0.6, HTR5A ag ctr -3, V-ATPase pHluor 1, Cardiac RTF inh -18, cardiac RTF act -1, OPRM1-OPRD1 ag 0.4 and CAL PDZ FP -15.
Screening C/C(=N\OCC(=O)OCC(=O)NCc1ccccc1)c1ccc2c(c1)OCO2 returned OPRM1-OPRD1 inv 16, HTR5A inv ctr -6, Keap1-Nrf2 PPI -5, C-LANA FP 0.1, HTR5A ag ctr 2, V-ATPase pHluor 0, Cardiac RTF inh -3, cardiac RTF act 1, OPRM1-OPRD1 ag -2.9 and CAL PDZ FP -2.
CC(=O)c1cccc(NC(=S)NC(=O)c2ccc(C)cc2)c1 was read as OPRM1-OPRD1 inv -9, HTR5A inv ctr 16, Keap1-Nrf2 PPI -5, C-LANA FP -2.1, HTR5A ag ctr -6, V-ATPase pHluor -1, Cardiac RTF inh 7, cardiac RTF act 4, OPRM1-OPRD1 ag 1.9 and CAL PDZ FP -9.
`O=C(NC1CC2CCCC(C1)N2Cc1ccccc1)c1ccc([N+](=O)[O-])cc1` (stereo not drawn) gave OPRM1-OPRD1 inv -4, HTR5A inv ctr -14, Keap1-Nrf2 PPI -5, C-LANA FP -0.6, HTR5A ag ctr 5, V-ATPase pHluor -1, Cardiac RTF inh 3, cardiac RTF act 6, OPRM1-OPRD1 ag 0.7 and CAL PDZ FP -1.
Screening O=C1CNC(=O)/C(=C\c2ccccc2)N1 returned OPRM1-OPRD1 inv 10, HTR5A inv ctr -11, Keap1-Nrf2 PPI 3, C-LANA FP -3.4, HTR5A ag ctr 3, V-ATPase pHluor 3, Cardiac RTF inh -5, cardiac RTF act 4, OPRM1-OPRD1 ag -2.0 and CAL PDZ FP -2.
For COc1ccc(C(=O)Nc2ccccc2C(=O)Nc2ccncc2)cc1 the results were OPRM1-OPRD1 inv 18, HTR5A inv ctr -20, Keap1-Nrf2 PPI -3, C-LANA FP 1.0, HTR5A ag ctr 8, V-ATPase pHluor -1, Cardiac RTF inh -6, cardiac RTF act 0 and OPRM1-OPRD1 ag -3.5.
Screening O=C(NCC1CCCO1)C1CCCN1C(=O)NC1CCCCC1 (stereo not drawn) returned OPRM1-OPRD1 inv 16, HTR5A inv ctr -16, Keap1-Nrf2 PPI 3, C-LANA FP -1.2, HTR5A ag ctr -1, V-ATPase pHluor 0, Cardiac RTF inh 3, cardiac RTF act 4, OPRM1-OPRD1 ag -3.0 and CAL PDZ FP -2.
For CCCCCC(=O)N1CCCC1 the results were OPRM1-OPRD1 inv 7, HTR5A inv ctr -8, Keap1-Nrf2 PPI 16*, C-LANA FP -2.4, HTR5A ag ctr 2, V-ATPase pHluor -6, Cardiac RTF inh -2, cardiac RTF act 2, OPRM1-OPRD1 ag -1.4 and CAL PDZ FP -3.
COc1ccc(N(C(=O)C(C)C)S(=O)(=O)c2ccc(Cl)cc2)cc1 was read as OPRM1-OPRD1 inv 5, HTR5A inv ctr 0, Keap1-Nrf2 PPI 0, C-LANA FP 0.0, HTR5A ag ctr -2, V-ATPase pHluor -9, Cardiac RTF inh -2, cardiac RTF act 0, OPRM1-OPRD1 ag -1.0 and CAL PDZ FP -2.

Screening data from PubChem.
